Bioassay records as filed in PubChem.
aSyn yeast inh – qHTS of alpha-syn Inhibitors; 370,000 tested, 0.14% active; Potency, µM (titrated, usually from 46.1 µM), for inactives: at the highest dose growth rescue (activation), actives largely listed as activators; Yeast expressing alpha-synuclein, growth rescue, BacTiter-Glo, 24 h; note: potency is the fitted concentration of half-maximal effect; % of control where 0% means no effect; nearly all actives have a fitted effect of over 65% in size
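Rescue of yeast growth: cells expressing toxic alpha-synuclein, induced in galactose at OD600 0.02, incubated with compound 24 h at 30 C. ATP luminescence quantified growth; inhibitors of toxicity appear as activators.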
KB-V1 MDR tox – qHTS assay for MDR1-selective chemotherapeutics: Primary screen using the drug-selected MDR subline cells KB-V1 | 400,000 tested, 3.4% active | KB-V1 MDR cells viability, CellTiter-Glo, 72 h | AID 1347076, 2019 | Potency, µM (doses to about 46.1 µM), for the others: at the top dose activity change, negative = cytotoxicity, most hits filed as cytotoxic; note: potency is the fitted concentration of half-maximal effect; % is set by controls: 0 for no effect and ±100 for the full control effect; nearly all actives have a fitted effect of over 60% in size
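Compound-treated KB-V1 multidrug-resistant cells, 72 h, 37 degrees C; viability by CellTiter-Glo. Fitted qHTS curves give the values.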
D3 antag – qHTS of D3 Dopamine Receptor Antagonist: qHTS. max response, negative = inhibition, %. D3R cells, DiscoveRx beta-arrestin luminescence, antagonist mode; stronger effect = lower value. D(3) dopamine receptor (Homo sapiens), P35462. 360,000 tested, 2.5% active; in the data active = max response below about -50%; inconclusive = no clear call, values can overlap the other calls; note: % is set by controls: 0 for no effect and ±100 for the full control effect; mostly tested at two doses, the higher about 12 µM
Target sequence (P35462 whole entry, looked up): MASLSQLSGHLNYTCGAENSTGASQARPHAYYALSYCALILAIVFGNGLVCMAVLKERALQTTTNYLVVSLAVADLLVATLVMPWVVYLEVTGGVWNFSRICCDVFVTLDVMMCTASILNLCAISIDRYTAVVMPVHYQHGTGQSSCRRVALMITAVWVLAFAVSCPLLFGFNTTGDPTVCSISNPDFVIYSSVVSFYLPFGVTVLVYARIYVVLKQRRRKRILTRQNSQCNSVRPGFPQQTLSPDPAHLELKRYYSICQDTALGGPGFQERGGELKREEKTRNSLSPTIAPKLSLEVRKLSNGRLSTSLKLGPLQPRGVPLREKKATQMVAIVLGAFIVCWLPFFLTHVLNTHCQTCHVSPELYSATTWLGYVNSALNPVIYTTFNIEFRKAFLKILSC
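Cells plated overnight at 1500 cells/well, then exposed to library compounds with dopamine controls for 90 minutes at 37 degrees C. DiscoveRx reagent added for 30–60 minutes at room temperature; luminescence read, quantitative HTS format.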
HEK293 tox – qHTS of GLP-1 Receptor Inverse Agonists: Cytotox Screen; HEK293 cAMP-luciferase reporter cells, luminescence, 24 h; Potency, µM (titrated, usually from 38.3 µM), without a hit: at the highest dose activity change, negative = inhibition, hits mostly inhibitors; 410,000 tested, 0.13% active;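 note: loss of luciferase light is scored as toxicity; potency is the fitted concentration of half-maximal effect; % is set by controls: 0 for no effect and ±100 for the full control effect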
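To flag toxic compounds, the library was rerun on cells for 24 hr at 37 deg C and 5% CO2. Viability-linked luminescence was captured 12 min after adding luciferase detection reagent.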
PTHR1 ag – qHTS for PTHR1 Agonists: Primary Screen; 410,000 tested, 0.075% active; Potency, µM (highest dose often 115 µM), inactives show at the highest dose activation, actives largely listed as activators; Parathyroid hormone/parathyroid hormone-related peptide receptor (Homo sapiens), Q03431; HEK293 GP2 PTHR1 cells, GloSensor cAMP luminescence, 1 h; note: potency is the fitted concentration of half-maximal effect; nearly all actives have a fitted effect of over 55% in size; some results filed as inactive show a strong effect at the top dose; inactives centre near -15; many of its hits are not listed in these tables
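HEK-293-derived GP2 cells expressing PTHR1 and a GloSensor cAMP reporter, 3,000/well, plated overnight, given luciferin plus IBMX (each 0.5 mM as added) for 1 h at 37 °C, then compound for 1 h at 37 °C. Luminescence was read after 15 min at room temperature.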
GLP-1R inv ag – qHTS of GLP-1 Receptor Inverse Agonists (Inhibition Mode); Glucagon-like peptide 1 receptor (Homo sapiens), P43220; HEK293 GLP-1R CRE-luciferase, luminescence, 24 h; GLP-1R form is constitutively active; Potency, µM (titrated, usually from 38.3 µM), for inactives: top-dose activity change, negative = inhibition, actives largely listed as inhibitors; 410,000 tested, 1.6% active; AID 624417, 2012; note: potency is the fitted concentration of half-maximal effect; % is set by controls: 0 for no effect and ±100 for the full control effect; nearly all actives have a fitted effect of over 55% in size
Target sequence (P43220 whole entry, looked up): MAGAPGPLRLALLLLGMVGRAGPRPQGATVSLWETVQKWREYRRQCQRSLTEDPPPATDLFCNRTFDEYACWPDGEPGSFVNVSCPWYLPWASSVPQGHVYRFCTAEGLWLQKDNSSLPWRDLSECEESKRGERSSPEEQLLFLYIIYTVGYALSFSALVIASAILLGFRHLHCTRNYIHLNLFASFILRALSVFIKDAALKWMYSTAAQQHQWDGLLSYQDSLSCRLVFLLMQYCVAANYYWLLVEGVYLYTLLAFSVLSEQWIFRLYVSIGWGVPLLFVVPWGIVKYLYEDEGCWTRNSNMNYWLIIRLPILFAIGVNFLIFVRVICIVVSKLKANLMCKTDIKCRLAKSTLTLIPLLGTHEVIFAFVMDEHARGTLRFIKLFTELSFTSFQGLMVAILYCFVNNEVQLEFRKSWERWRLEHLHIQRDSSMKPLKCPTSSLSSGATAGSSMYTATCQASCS
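Inverse agonists were sought by their lowering of basal cAMP reporter luciferase output in HEK293 cells stably carrying constitutively active human GLP-1R, after 24 h compound treatment.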
DRD3 agonist – qHTS of D3 Dopamine Receptor Agonist: qHTS; AID 652048, 2013; D(3) dopamine receptor (Homo sapiens), P35462; D3R DiscoveRx beta-arrestin cells, luminescence, 90 min; 410,000 tested, 0.58% active; max activation, %; in the data active = max activation above about 30%; note: 0% is about no effect; mostly tested at two doses, the higher about 12 µM
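Cells at 1500/well, incubated overnight, then treated with pinned compounds (dopamine as control) for 90 min at 37 degrees C. DiscoveRx reagent added for 30 - 60 minutes at room temperature; luminescence read.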
GLP1R ag – qHTS of GLP-1 Receptor Agonists | HEK293 GLP-1R CRE-luciferase, luminescence, 4-6 h; cells express a hypersensitive GLP-1R form | Potency, µM (series often up to 45.6 µM), inactives show at the top dose activation, usual class: activators | 380,000 tested, 0.007% active; note: potency is the fitted concentration of half-maximal effect; % of control where 0% means no effect
TDP-43 yeast inh – qHTS of TDP-43 Inhibitors; TDP-43 expressing yeast growth rescue, BacTiter-Glo, 24 h; 410,000 tested, 1.8% active; Potency, µM (series often up to 46.1 µM), for inactives: top-dose growth rescue (activation), hits mostly activators; note: potency is the fitted concentration of half-maximal effect; % of control where 0% means no effect; nearly all actives have a fitted effect of over 50% in size
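Yeast expressing TDP-43 (pregrown in raffinose, seeded at OD600=0.02 in galactose medium) exposed to compounds 24 hr at 30 deg C. Growth read by BacTiter-Glo luminescence; rescue of toxicity appears as increased signal.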
An asterisk follows results filed as active; i = inactive; ? = inconclusive; . = no result given; [ ] = remark or other dose. Unless noted, calls come from the whole dose curve; as a rule, active = well fitted curve in the direction sought with a large enough effect; inconclusive = small, poorly fitted or top-dose-only effect, or another doubt; inactive = no such curve, though single readings can be large; an effect the other way counts as inactive or inconclusive.

SMILES	aSyn yeast inh	KB-V1 MDR tox	D3 antag	HEK293 tox	PTHR1 ag	GLP-1R inv ag	DRD3 agonist	GLP1R ag	TDP-43 yeast inh
CCCN1CCC(=O)N([C@H](CO)c2ccccc2)CC1	3%	?	20	-1%	i	4%	2	12%	34%
CC(O)(c1ccccc1)c1nc(-c2ccc3c(c2)OCO3)cs1 (stereo unspecified)	10%	-25%	?	6%	-10%	-26%	-8	9%	?
CC1CCCCC1NC(=O)COc1cccnc1[N+](=O)[O-] (stereo unspecified)	0%	-5%	0	-11%	-10%	7%	4	2%	0%
CC(C(=O)N1CCN(C(=O)c2ccco2)CC1)n1sc2ccccc2c1=O (stereo unspecified)	7%	?	12	-6%	i	-17%	-3	7%	12%
O=C(NCc1ccco1)c1cc(-c2cccs2)on1	9%	-28%	-9	-7%	i	0%	-22	-13%	-21%
CCN1CCN(CC(=O)Nc2sc3c(c2C#N)CCC3)CC1	0%	-2%	-3	0%	i	?	1	5%	-3%
CN(CCOc1ccccc1)C(=O)CNC(=O)c1ccc(C(C)(C)C)cc1	1%	6%	-10	-3%	-13%	?	-2	9%	16%
O=C(O)c1c2c(nc3ccccc13)/C(=C/c1c(F)cccc1F)CCC2	0%	4%	-8	17%	-31%	18%	-1	7%	0%
CCCCn1c(N)c(N(CCC(C)C)C(=O)COC(=O)c2ccc(CC)cc2)c(=O)[nH]c1=O	-4%	21%	-1	-5%	-3%	-13%	1	5%	7%
COc1ccc(/C=C/C(=O)c2ccc3c(c2)OCO3)c(OC)c1	-15%	-3%	5	5%	-46%[inhibitor]	?	0	-7%	12%
CCc1ccccc1NC(=O)C/C(C)=N/NC(=O)COc1ccccc1C	7%	?	-2	-10%	i	?	-2	4%	-1%
C=CCNC(=S)Nc1cccc([N+](=O)[O-])c1	0%	-7%	-11	6%	-42%[inhibitor]	3%	-5	-3%	-10%
CC(C)CN(C(=O)C1CSC2(C)CCC(=O)N12)c1c(N)n(Cc2ccccc2)c(=O)[nH]c1=O (stereo unspecified)	13%	?	0	4%	-20%	4%	4	0%	7%
CC1CCCCN1C(=O)CN1CCN(S(=O)(=O)c2ccc(Br)cc2Cl)CC1 (stereo unspecified)	7%	-7%	3	-3%	-31%[inhibitor]	?	0	3%	9%
COc1ccc(/C=N/NC(=O)CCn2cnc3ccccc32)cc1	-6%	-1%	14	3%	i	3%	4	8%	-4%
CCc1ccccc1NC(=O)NNS(=O)(=O)c1cc(C)ccc1C	3%	?	6	-9%	i	-26%	2	-2%	-1%
CCOC(=O)N1CCN(C(=S)NC(=O)C23CC4CC(CC(C4)C2)C3)CC1	4%	-17%	0	-2%	i	2%	0	12%	5%
CCCCOCCCn1cnc2c([nH]c3cc(OC)ccc32)c1=O	3%	22%	-26	-17%	-7%	0%	5	-15%	?
COc1ccc(CCNC(=O)CSc2nnc(-c3ccc(C)cc3)c(-c3ccc(C)cc3)n2)cc1OC	.	-15%	.	4%	-3%	9%	8	.	5%
O=C(COC(=O)c1cc([N+](=O)[O-])ccc1NCCO)c1ccc(Cl)cc1	0%	3%	-5	-2%	i	17%	1	13%	-29%
Cc1cccc(Nc2nnc(-c3ccc(N4CCOCC4)c([N+](=O)[O-])c3)c3ccccc23)c1	-6%	-22%	-2	-21%	-15%	?	14	22%	-3%[0.397 µM]
CCN1CCOC(CC(=O)Nc2cccc([N+](=O)[O-])c2)C1=O (stereo unspecified)	?	-7%	-2	15%	i	4%	-2	2%	?
Oc1ccc(-c2cn3ccccc3n2)cc1O	-4%	-4%	-3	?	-44%[inhibitor]	47%[activator]	-2	-1%	-9%
CC(O)(c1ccccc1)c1nc(-c2cccc(C(=O)O)c2)cs1 (stereo unspecified)	4%	5%	-10	3%	-43%[inhibitor]	25%	-7	17%	12%
Cc1cc(F)ccc1S(=O)(=O)Nc1ccc(C(=O)N2CCCCC2)cc1	2%	-3%	2	0%	-3%	-8%	3	16%	-5%
C=CCn1c(SCC(=O)NNC(=O)Nc2ccc(C)cc2)nnc1-c1ccccc1	-1%	5%	0	-12%	i	-27%	4	7%	11%
Cc1ccc2oc(-c3ccco3)cc(=O)c2c1	1%	-24%	3	0%	-16%	15%	-2	9%	1%
Nc1ccc(C(CC(=O)O)n2cccc2)cc1 (stereo unspecified)	-6%	5%	0	20%[7.66 µM]	i	0%[7.66 µM]	5	1%	-6%[9.22 µM]
CC(=O)c1cccc(NC(=O)COC(=O)COc2ccc(Cl)cc2)c1	1%	4%	2	-11%	-5%	2%	-10	5%	-23%[0.397 µM]
O=C1c2ccccc2-c2nc3ncnn3c(-c3ccccc3Cl)c21	-7%	4%	0	-17%	i	7%	6	10%	19%

Taken from above:
aSyn yeast inh with COc1ccc(/C=C/C(=O)c2ccc3c(c2)OCO3)c(OC)c1 reads -15%
D3 antag with CCN1CCOC(CC(=O)Nc2cccc([N+](=O)[O-])c2)C1=O (stereo unspecified) reads -2
HEK293 tox with CC(C(=O)N1CCN(C(=O)c2ccco2)CC1)n1sc2ccccc2c1=O (stereo unspecified) reads -6%
aSyn yeast inh with CCc1ccccc1NC(=O)C/C(C)=N/NC(=O)COc1ccccc1C reads 7%

New compounds follow.
SMILES	aSyn yeast inh	KB-V1 MDR tox	D3 antag	HEK293 tox	PTHR1 ag	GLP-1R inv ag	DRD3 agonist	GLP1R ag	TDP-43 yeast inh
COc1ccc(/C=N\NC(=O)c2ccccc2[N+](=O)[O-])cc1COc1c(F)c(F)c(F)c(F)c1F	4%	-20%	-19	-14%	i	?	-1	-4%	22%
Cn1c(O)c(N=NC(=O)C2COc3ccccc3O2)c2ccccc21 (stereo unspecified)	-4%	-16%	-4	-9%	-9%	127%[activator]	-8	14%	?
OC1(c2cccc(C(F)(F)F)c2)CCN(c2ccc(-c3ccccc3)nn2)CC1	1%	2%	-23	-11%	-28%[57.5 µM]	-10%	2	3%	-11%
CCCCN(C(=O)c1cc2c(s1)CCC2)c1c(N)n(CCC)c(=O)[nH]c1=O	5%	4%	13	-5%	-9%	1%	1	-7%	3%
O=C(Cc1cccs1)Nc1ccc(NC(=O)c2ccco2)cc1	-3%	-26%	-14	11%	-16%[57.5 µM]	8%	2	4%	22%
O=[N+]([O-])/C=C1/CCCCCN1	5%	-6%	7	4%	i	15%	0	0%	-27%
COCCNC(=O)CCCn1c(SCC(=O)NCc2ccc(C)cc2)nc2c(sc3ccccc32)c1=O	.	.	.	0%	i	3%	-15	.	5%
O=C1COCC(=O)N1CCc1c[nH]c2ccccc12	0%	3%	0	-63%	-3%	-17%	11	-2%	-8%
C/C(=N\NC(=O)c1ccccc1F)c1cccc(NC(=O)c2ccc(C)cc2)c1	-1%	.	-16	-6%	-22%	-9%	-14	-1%	1%
CC(NC(=O)C1CC1)C(c1cccs1)N1CCOCC1 (stereo unspecified)	0%	7%	-21	0%	-19%	14%	2	0%	-13%
O=C(Nc1ccc(Cl)cc1)C1CC2CCCC(C1)C2=O (stereo unspecified)	1%	?	-18	6%	-7%[57.5 µM]	0%	23	-6%	0%
O=c1oc(CCCO)cc2ccc(/C=C/c3cccc([N+](=O)[O-])c3)cc12	-7%	-25%	49	?	-32%[inhibitor]	34%[activator]	14	17%	20%
COc1ccc(N(C)C(=O)C2CCN(S(=O)(=O)c3cccc4nonc34)CC2)cc1	-5%	?	13	-3%	-5%	0%	3	11%	-19%
CCOCCn1c(SCCCc2ccccc2)nc2c1c(=O)[nH]c(=O)n2C	7%	?	45	20%	i	15%	3	11%	-1%
CC[C@]12c3[nH]c4cc(CCC(=O)N(C)C)ccc4c3CCN1C(=O)[C@@H](CC(=O)NCCC1=CCCCC1)C[C@@H]2C(=O)N1CCN(C(=O)c2ccco2)CC1	1%	12%	-9	-6%	-16%	0%	-7	-1%	12%

The closing 3 compounds of the part above open the next one.
SMILES	aSyn yeast inh	KB-V1 MDR tox	D3 antag	HEK293 tox	PTHR1 ag	GLP-1R inv ag	DRD3 agonist	GLP1R ag	TDP-43 yeast inh
COc1ccc(N(C)C(=O)C2CCN(S(=O)(=O)c3cccc4nonc34)CC2)cc1	-5%	?	13	-3%	-5%	0%	3	11%	-19%
CCOCCn1c(SCCCc2ccccc2)nc2c1c(=O)[nH]c(=O)n2C	7%	?	45	20%	i	15%	3	11%	-1%
CC[C@]12c3[nH]c4cc(CCC(=O)N(C)C)ccc4c3CCN1C(=O)[C@@H](CC(=O)NCCC1=CCCCC1)C[C@@H]2C(=O)N1CCN(C(=O)c2ccco2)CC1	1%	12%	-9	-6%	-16%	0%	-7	-1%	12%
CCC(C)NC(=O)CSc1nc2ccsc2c(=O)n1-c1ccc(OC)cc1 (stereo unspecified)	0%	4%	-22	12%	-16%	0%	0	-12%	15%
COc1ccc(CN2CCc3ccc(NC(=O)CCc4ccccc4OC)cc3C2)c(O)c1	4%	-5%	-15	-8%	-8%	?	-15	0%	3%
CC(C)[C@H](NC(=O)OCc1ccccc1)C(=O)NCc1ccccc1	-4%	14%	-9	1%	i	-7%	1	1%	16%
O=C(Nc1nnc(Cc2ccccc2F)s1)Nc1ccccc1F	2%	5%	8	-10%	-22%	3%	12	-1%	17%
O=C(NCCCC1CCCC1)C1CCC(=O)N(Cc2ccc(Cl)cc2)C1 (stereo unspecified)	4%	-6%	-18	-22%	-14%	?	1	-1%	-5%
CCCCCc1nc2c(C#N)c(-c3ccc(Cl)cc3)ccn2n1	1%	-17%	-4	21%	-86%[inhibitor]	?	-2	-1%	0%
COc1cc(CC(=O)Nc2nccs2)cc(OC)c1OC	-10%	-12%	10	-9%	-2%[57.5 µM]	0%	-8	-6%	-6%
Cn1ccnc1SCCNC(=O)CCc1nnc(CCc2ccccc2)o1	-3%	5%	-2	1%	-25%	-10%	-11	9%	-23%

These rows are one share of the data, so the mix of outcomes need not match the whole.
